OX1R antag = blocks the human orexin 1 receptor; OX1R-expressing cells, FRET antagonist read-out; inhibition, % at 6.6 µM; 330,000 tested, 1.8% active; in the data active means inhibition mostly above about 38%, no sharp cut-off; inactive means mostly below about 40%;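 further: 0% = agonist challenge alone and 100% = reference antagonist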
Target sequence (O43613 whole entry, looked up): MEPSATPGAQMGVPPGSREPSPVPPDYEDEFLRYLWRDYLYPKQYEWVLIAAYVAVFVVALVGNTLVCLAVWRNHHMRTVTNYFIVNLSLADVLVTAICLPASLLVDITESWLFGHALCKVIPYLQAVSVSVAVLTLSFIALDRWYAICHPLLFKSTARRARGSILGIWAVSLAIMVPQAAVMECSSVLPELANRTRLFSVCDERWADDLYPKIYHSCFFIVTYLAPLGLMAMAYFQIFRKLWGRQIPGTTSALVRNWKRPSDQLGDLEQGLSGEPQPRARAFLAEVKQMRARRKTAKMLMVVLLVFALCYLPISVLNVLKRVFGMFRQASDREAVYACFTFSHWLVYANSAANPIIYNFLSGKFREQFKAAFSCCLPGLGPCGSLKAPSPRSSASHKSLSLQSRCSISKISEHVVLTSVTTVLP
KCNQ2 inh = KCNQ2 channel blockers in CHO-K1 cells – cell-based, FluxOR thallium flux, B-score, primary screen (AID 2156). O88943. 20 min; stronger effect = lower value. B-score at 10 µM. 310,000 tested, 1.1% active;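 active means fluorescence ratio B-score at most minus 3 library SDs, with starting brightness B-score within 2 library SDs, cut at about -5.5 in these data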
STK33 inh = blocks human STK33 kinase activity | 320,000 tested, 0.073% active | Q9BYT3 | inhibition, % at 10 µM | AID 2661 | purified STK33, MBP phosphorylation, ADP-Glo luminescence;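 active means inhibition at or above 25%, using the most active replicate where run in duplicate; inactive means inhibition below 25%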
Target sequence (Q9BYT3 whole entry, looked up): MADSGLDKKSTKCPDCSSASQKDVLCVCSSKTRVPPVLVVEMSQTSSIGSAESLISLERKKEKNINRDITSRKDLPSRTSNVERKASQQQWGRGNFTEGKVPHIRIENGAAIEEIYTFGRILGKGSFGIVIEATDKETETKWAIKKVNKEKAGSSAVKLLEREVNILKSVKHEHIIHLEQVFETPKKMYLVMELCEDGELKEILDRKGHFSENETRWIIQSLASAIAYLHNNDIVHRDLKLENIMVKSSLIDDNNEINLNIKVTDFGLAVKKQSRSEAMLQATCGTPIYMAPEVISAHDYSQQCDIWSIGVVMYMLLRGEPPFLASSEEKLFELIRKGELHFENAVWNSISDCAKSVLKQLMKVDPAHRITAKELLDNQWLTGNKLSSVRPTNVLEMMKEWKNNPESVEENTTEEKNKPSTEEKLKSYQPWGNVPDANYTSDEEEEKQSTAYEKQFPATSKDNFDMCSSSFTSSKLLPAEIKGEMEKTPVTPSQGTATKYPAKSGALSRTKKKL
* = called active by the depositor; i = inactive; . = no result given.

SMILES	OX1R antag	KCNQ2 inh	STK33 inh
Nc1ccc(N2CCN(C(=O)c3ccco3)CC2)cc1	13	i	0.2
O=S(=O)(c1ccccc1)N(CC(O)CN1CCCC1)c1ccccc1 (stereo not given)	11	i	-0.6
CCOC(=O)c1csc(NC(=O)c2cccs2)n1	7	i	0.9
COc1cccc(Nc2ncnc3c2cnn3C)c1	-4	i	0.2
O=C(CN1CCC(c2nc3ccccc3s2)CC1)NCc1ccccc1	8	i	-1.8
CCOc1ccc(/C=N/NC(=O)CCC(=O)Nc2ccc(F)cc2)cc1	-2	i	-1.5
C/C(=N/NC(=O)c1ccc(C)s1)c1cccnc1	.	i	-0.2
CCOc1ccc(CCNC(=O)COC(=O)/C=C/c2ccc(OCC#N)c(OC)c2)cc1OCC	31	i	0.9
Cc1ccc(OCc2ccc(C(=O)NNC(=S)NCC3CCCO3)o2)c([N+](=O)[O-])c1 (stereo not given)	22	i	-0.1
O=C(COc1ccc2c3c(c(=O)oc2c1)CCCC3)N1CCN(c2ccccc2)CC1	25	i	-1.2
COC(C[C@H]1O[C@@H]1C(=O)[C@H](C)OCc1ccccc1)OC	6	i	-2.9
Cn1c(N)c(C(=O)CSc2ccccn2)c(=O)n(C)c1=O	31	i	-0.9
C/C(=N/OC(=O)c1ccc(C(F)(F)F)cc1)c1oc(C)nc1C	5	i	-0.5
CCCn1c(N)c(N(C)C)c(=O)n(CC(=O)Nc2ccc(OC(F)(F)F)cc2)c1=O	40	i	0.1
CC(C)c1[nH]nc2c1C1(CCN(Cc3ccccc3)CC1)C(C#N)=C(N)O2	14	i	0.8
COc1ccc(N(CC(O)CN2CCOCC2)S(=O)(=O)c2ccc(C)cc2)cc1 (stereo not given)	15	i	-1.0
Cc1ccn(Cc2n[nH]c(=S)n2Cc2ccccc2)n1	14	i	-1.5
CC1(C)CC(c2csc(N)n2)CCO1 (stereo not given)	14	i	-0.3
COC(=O)[C@]12C(=O)NC[C@H](CN1c1ccc(Cl)c(C)c1)N2C	2	.	-0.7
CS(=O)(=O)Nc1ccc(C2=NN(C(=O)c3ccco3)C(c3ccco3)C2)cc1 (stereo not given)	.	i	0.9
COC(=O)[C@@H]1[C@@H](C)OC(=O)N[C@H]1c1ccccc1	9	i	-0.5
O=C1NN(c2ccc(F)cc2)C(=O)/C1=C\C=C\c1ccco1	10	i	-1.0
COc1ccc(C(=O)CCNc2ccc3c(c2)OCCO3)cc1	18	i	0.4
O=C1COc2ccc(C(=O)c3ccccc3)cc2CN1	17	i	2.0
CC1CCCC(NC(=O)Nc2cccs2)C1C (stereo not given)	9	i	-0.7
COC(=O)N/N=C/c1cn(CCCOc2ccc(C)cc2)c2ccccc12	13	i	-1.9
Cc1sc2nc(CN(Cc3cccs3)C(=O)C3CC3)[nH]c(=O)c2c1C	27	i	1.3
COc1ccc(CNC(=O)CSc2nc3ccc(N)cc3s2)cc1	8	i	-0.9
CC(C)C(=O)N=C1SC2CS(=O)(=O)CC2N1Cc1ccc(Cl)cc1 (stereo not given)	15	i	-1.4
O=C1COc2ccc(C(=O)COC(=O)c3ccccn3)cc2N1	17	i	0.5
CC(=O)N1CCN(CC(=O)Nc2ccccc2Sc2ccccc2)CC1	10	i	0.3
CCOC(=O)c1c(C)c(C(=O)NCc2ccccn2)c(C)n1CC	2	i	-0.3
CCN(CC(=O)N1CCN(Cc2ccccc2)CC1)S(=O)(=O)c1ccccc1	-1	i	-0.7
CCCn1cnc2c(c1=O)c1nc3ccccc3nc1n2CCc1ccccc1	2	i	0.9
NC(=O)NCCCC(=O)OCC(=O)c1ccc2ccccc2c1	15	i	0.4
COc1ccc(C2SCCN2C(=O)c2ccc([N+](=O)[O-])cc2)cc1 (stereo not given)	18	i	1.4
CCc1cc2cc3c(cc2nc1SCC(=O)Nc1nnc(C)s1)OCCO3	-2	i	-1.8
COc1ccc(CCNc2nc3ccccc3n3nnnc23)cc1OC	3	i	-0.2
CCC(c1nnnn1Cc1ccco1)N(CCc1ccccc1)Cc1cc2ccc(OC)cc2[nH]c1=O (stereo not given)	8	i	-1.0
COC(=O)CSc1nnc(CSc2nc(C)cc(C)n2)n1Cc1ccco1	32	i	-1.8
CC(NC(=O)c1ccccc1)c1nnc(SCC(=O)NC2CCCC2)n1C (stereo not given)	21	i	-0.7
Cc1ccc(S(=O)(=O)N(C)C(=O)NC(=O)NS(=O)(=O)c2ccccc2)cc1	5	i	-1.1
O=c1c2[nH]c3ccccc3c2ncn1CCC1=CCCCC1	10	i	-0.6
CCCCN(CC)Cc1ccc(CNC(=S)Nc2c(C)cc(C)cc2C)o1	4	i	-0.2
O=C(O)c1ccc(CN(Cc2ccccc2)S(=O)(=O)c2ccc(Cl)cc2)cc1	39	i	-1.9
Cc1ccc(C(=O)NNC(=O)CCN2C(=O)C3CCCCC3C2=O)cc1 (stereo not given)	19	i	-1.8
COc1cc2cc(CN(Cc3cccs3)C(=S)Nc3cccc(C)c3)c(=O)[nH]c2cc1OC	22	i	0.6
Cc1[nH]c(C)c(S(=O)(=O)Nc2cccc(Cl)c2C)c1C(=O)N1CCCCC1	28	i	-2.0
CN(C)CCN(Cc1cc2cc3c(cc2[nH]c1=O)OCCO3)C(=S)NCC1CCCO1 (stereo not given)	14	i	.
O=C(Nc1cccc(F)c1)Nc1c[nH]c(=O)[nH]c1=O	-2	i	-0.7
COc1ccc(CN2CCNC(=O)C2CC(=O)NCCSc2nccn2C)c(OC)c1 (stereo not given)	7	i	-1.3
COC(=O)C1=C(C)NC(=O)NC1c1cc(Cl)ccc1OC (stereo not given)	8	i	-2.4
O=C(NCc1ccccc1)C1CCCN1S(=O)(=O)c1ccc(F)cc1 (stereo not given)	12	i	0.3
CCOC(=O)c1c(NC(=O)Cc2cccs2)sc(C)c1C	15	i	0.4
CCN1CCN(Cc2ccc(NC(=O)c3ccc(C)c(NC(=O)C[C@@H]4NC(=O)[C@H](Cc5ccccc5)NC4=O)c3)cc2C(F)(F)F)CC1	7	i	-1.0
Cc1cccc(NC(=O)CN(C)S(=O)(=O)c2cccs2)c1	17	i	-1.0
COc1cccc(OCC(O)CN2CCN(CCO)CC2)c1 (stereo not given)	29	i	6.7
CCCC(=O)N1CC(=O)Nc2ccc(C)cc2C1c1ccc(F)cc1 (stereo not given)	11	i	-0.5
CCCOc1ccc(Oc2nc(-c3ccncc3)nc3ccccc23)cc1	10	i	-8.8
CO/C([O-])=N/c1c[n+](-c2ccc(C)cc2)no1	59	i	0.1

Profiles from above:
CN(C)CCN(Cc1cc2cc3c(cc2[nH]c1=O)OCCO3)C(=S)NCC1CCCO1 (stereo not given) as listed: OX1R antag = 14; KCNQ2 inh = i; STK33 inh = .
O=C(NCc1ccccc1)C1CCCN1S(=O)(=O)c1ccc(F)cc1 (stereo not given) as listed: OX1R antag = 12; KCNQ2 inh = i; STK33 inh = 0.3

Next section:
SMILES	OX1R antag	KCNQ2 inh	STK33 inh
CC(C)c1ccc(N(CCc2ccccn2)C(=O)C(C)(C)C)cc1	23	i	-1.0
CC1(C)CC(=O)c2c(O)cc(OCC(=O)N3CCN(c4ccccc4)CC3)cc2O1	15	i	0.3
COc1ccc(CC(C#N)(CO)c2nc3ccccc3[nH]2)cc1 (stereo not given)	5	i	0.4
Cc1ccc(C(=O)NCCc2nnc(SCC(=O)Nc3nc(-c4ccccc4)cs3)n2C)cc1	28	i	-2.2
COc1cc(C(=O)NC2=NCCS2)cc(OC)c1OC	27	i	0.4
Cn1c(NC(=O)c2cccs2)cc(=O)n(C)c1=O	1	i	-0.5
O=C(C[n+]1cc(-c2ccc(F)cc2)n2c1CCC2)c1cccs1	4	i	-0.1
CCCC(C)C(=O)OCC(=O)NCc1ccc(OC)c(OC)c1 (stereo not given)	0	i	-0.3
O=C(Nc1ccccc1)OCCNC(=O)c1ccccc1	8	i	-1.1
Cc1ccc2nc(C(C)O)[nH]c2c1 (stereo not given)	11	i	-3.8
COc1ccc(NC(=O)CCCC2CCCCC2)cc1S(=O)(=O)N1CCCCC1	7	i	0.5
Cc1cnc(NC(=O)COc2ccccc2)s1	6	i	-0.2
CCOC(=O)/C(C#N)=C\C1=C(N2CCCC2)CC(C)(CC)OC1 (stereo not given)	21	i	-3.3
CC1(C)CC(=O)C(C=NCCCN2CCOCC2)=C(O)C1	11	i	-1.0
CCN1CCN(C(c2cc3cc4c(cc3[nH]c2=O)OCO4)c2nnnn2C(C)(C)CC)CC1 (stereo not given)	17	i	-0.5
O=C(/C=C/c1ccccc1)N1CCN(CC(O)COc2ccccc2)CC1 (stereo not given)	5	i	-0.7
COc1cccc(/C=c2/s/c(=C(\C#N)C(=O)N3CCOCC3)n(-c3ccccc3)c2=O)c1	0	i	-1.0
COc1cc(C(=O)NCC(=O)N/N=C(C)\C=C\c2ccccc2)cc(OC)c1OC	17	i	-1.6
CCCCN(CCCC)C(=O)C1(P(=O)(c2ccccc2)c2ccccc2)CCC1	13	-6.2*	0.2
O=C1Nc2ccccc2C(O)(C(=O)NCc2ccc3c(c2)OCO3)N1c1ccccc1 (stereo not given)	-2	i	-0.6
COc1cc(CNc2ccc(N3CCN(C(C)=O)CC3)cc2)ccc1OCc1ccccc1	16	i	-0.4
CCCc1nc(SCC(=O)N2CCCCCC2)c2c(=O)n(C)c(=O)n(C)c2n1	44	i	-0.1
CSc1cccc(NC(=O)c2ccc(NC3=NC4CS(=O)(=O)CC4S3)cc2)c1 (stereo not given)	1	i	0.6
COc1ccccc1CNC(=O)C(=O)NCC1OCCCN1S(=O)(=O)c1cccs1 (stereo not given)	16	i	4.8
CC(=O)N1CCC2(CC1)C(C#N)=C(N)Oc1c2sc2nc(C)cc(C)c12	10	i	0.3
COc1cc(C#Cc2c(-c3cncn3C)n(C)c3ccc(-c4ccc(OC)nc4)cc23)cc(OC)c1	1	.	-0.1
COc1ccc(C2N(c3ccccc3)C(=S)N3CCCN23)cc1 (stereo not given)	0	i	-1.6
COc1cccc(NC(=O)CNCc2ccccc2)c1	11	i	-0.6
N#CC(c1ccccn1)(c1ncc(C(F)(F)F)cc1Cl)N1CCOCC1 (stereo not given)	9	i	-1.4
COc1ccc(CCNC(=O)c2cc3ccccc3oc2=O)cc1	23	i	3.1
COC(=O)CNC(=O)COC(=O)C(Cc1ccccc1)NC(=O)c1ccco1 (stereo not given)	16	i	0.5
CCC(C)[C@H](NC(=O)N1CC(=O)Nc2ccccc21)C(=O)N[C@H](Cc1ccccc1)C(=O)O (stereo not given in full)	15	i	-1.2
CN(CC(=O)Nc1ccccc1[N+](=O)[O-])Cc1ccc(Br)cc1	13	i	-2.2
Cn1c(SCC(=O)NC2CCS(=O)(=O)C2)nc2ccccc21 (stereo not given)	2	.	-0.4
C/C(=N\NC(=O)c1ccoc1C)c1ccccc1	1	i	3.6
O=C(Cc1cccc2ccccc12)N/N=C/c1ccc(Sc2cccc3cccnc23)o1	29	i	1.4
O=[N+]([O-])c1ccc(C2CNC(c3ccccc3)O2)cc1 (stereo not given)	20	i	0.5
COc1ccc(Cc2nc(-c3ccc(-n4cccc4)cc3)no2)cc1	26	i	2.1
O=C(N1CCN=C1SCc1cccnc1)C12CC3CC(CC(C3)C1)C2	16	i	-0.5
CC(C)CCN1CCN(Cc2cccc3nonc23)CC1CCO (stereo not given)	33	i	0.6
CCOc1ccc(C(=O)NCC(=O)OCc2c(F)cccc2Cl)cc1OCC	12	i	-0.5
COc1cc(OC)cc(C(=O)NCC(=O)OCC(=O)N2c3ccccc3NC(=O)C2(C)C)c1	22	i	-0.4
CCCCN(C(=O)c1oc2ccc(OCC)cc2c1C)c1c(N)n(CC(C)C)c(=O)[nH]c1=O	12	i	0.2
Cc1csc(N/N=C/c2ccccc2F)n1	32	i	-1.3
Cc1nc(=O)c(-c2ccccc2)c(C)n1CC1CCCO1 (stereo not given)	10	i	0.4
O=C(NCCc1nnc2ccc(N3CCCC3)nn12)c1ccccc1	10	i	0.5
CC(=O)OCc1ccccc1Sc1ccccc1C(=O)NCc1ccccc1	7	i	-2.2
O=C(NCc1ccccc1)/C(=C/c1ccc(OC(F)F)cc1)c1ccccc1	25	i	-2.4
Cc1cc(=O)cc(C)n1-c1ccc(O)cc1	20	i	-1.0
CS(=O)(=O)N1CCCC(C(=O)NCCCN2CCOCC2)C1 (stereo not given)	12	i	-0.4

Compounds listed so far with two or more sulfur atoms:
SMILES	OX1R antag	KCNQ2 inh	STK33 inh
CCOC(=O)c1csc(NC(=O)c2cccs2)n1	7	i	0.9
Cc1sc2nc(CN(Cc3cccs3)C(=O)C3CC3)[nH]c(=O)c2c1C	27	i	1.3
COc1ccc(CNC(=O)CSc2nc3ccc(N)cc3s2)cc1	8	i	-0.9
CC(C)C(=O)N=C1SC2CS(=O)(=O)CC2N1Cc1ccc(Cl)cc1 (stereo not given)	15	i	-1.4
CCc1cc2cc3c(cc2nc1SCC(=O)Nc1nnc(C)s1)OCCO3	-2	i	-1.8
COC(=O)CSc1nnc(CSc2nc(C)cc(C)n2)n1Cc1ccco1	32	i	-1.8
Cc1ccc(S(=O)(=O)N(C)C(=O)NC(=O)NS(=O)(=O)c2ccccc2)cc1	5	i	-1.1
COc1cc2cc(CN(Cc3cccs3)C(=S)Nc3cccc(C)c3)c(=O)[nH]c2cc1OC	22	i	0.6
CCOC(=O)c1c(NC(=O)Cc2cccs2)sc(C)c1C	15	i	0.4
Cc1cccc(NC(=O)CN(C)S(=O)(=O)c2cccs2)c1	17	i	-1.0
Cc1ccc(C(=O)NCCc2nnc(SCC(=O)Nc3nc(-c4ccccc4)cs3)n2C)cc1	28	i	-2.2
CSc1cccc(NC(=O)c2ccc(NC3=NC4CS(=O)(=O)CC4S3)cc2)c1 (stereo not given)	1	i	0.6
COc1ccccc1CNC(=O)C(=O)NCC1OCCCN1S(=O)(=O)c1cccs1 (stereo not given)	16	i	4.8
Cn1c(SCC(=O)NC2CCS(=O)(=O)C2)nc2ccccc21 (stereo not given)	2	.	-0.4
